proKLK7 act: proKLK7 (human) activation, primary screen. purified proKLK7, EDANS-DABCYL substrate fluorescence; 100% is mature enzyme control, 0% vehicle. activation, % at 7 µM. actives 0.9% (n = 370,000);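 active means activation above the mean of all tested compounds plus 3 SD, computed per campaign excluding outliers beyond control limits, cut at about 13% in these data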
Target sequence (P49862 whole entry, looked up): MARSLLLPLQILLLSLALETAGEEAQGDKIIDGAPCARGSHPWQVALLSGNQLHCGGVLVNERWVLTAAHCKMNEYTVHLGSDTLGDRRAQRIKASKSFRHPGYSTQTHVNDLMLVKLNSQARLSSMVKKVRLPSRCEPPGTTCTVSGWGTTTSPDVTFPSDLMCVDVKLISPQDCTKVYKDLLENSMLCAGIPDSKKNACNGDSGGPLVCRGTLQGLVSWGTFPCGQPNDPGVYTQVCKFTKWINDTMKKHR
ARFGAP1 inhibitor: rat ARFGAP1 inhibition | Q62848 | Arfgap1-stimulated ARF1 GTP hydrolysis, GDP FP detection | inhibition, % at 16.5 µM | actives 0.26% (n = 360,000);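 active means inhibition above a per-plate limit, mean inhibition of low control wells plus 3 SD, cut at about 25% in these data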;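 further: 0% = DMSO wells with enzyme and 100% = wells lacking Arfgap1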
Target sequence (Q62848 1-136 limits assumed): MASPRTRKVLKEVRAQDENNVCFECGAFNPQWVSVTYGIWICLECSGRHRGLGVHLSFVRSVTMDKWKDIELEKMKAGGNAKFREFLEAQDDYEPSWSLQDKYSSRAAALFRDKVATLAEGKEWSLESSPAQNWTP
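Material: rat Arfgap1 catalytic domain, aa 1-136; also added: human ARF1(Δ1-17)-GTP substrate; compound dosing: one concentration, 16.5 µM, DMSO 1.26%; incubation: GTP hydrolysis reaction 2 h at 25 °C; measured by: Tracer-displacement fluorescence polarization with EDTA stop, 620/688 nm; evaluation: % inhibition from polarization; repeats: one replicate per compound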
DDE Tn7 FP inh: disrupts Tn7 cyclic peptide binding to fibrin D-Dimer-E complex; FP displacement of FITC-Tn7 peptide from fibrin DD(E); 0% = median of compound wells per plate; actives 0.13% (n = 370,000); inhibition, % at 8.3 µM;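 active means inhibition above the mean of compounds falling within the control limits plus 3 SD of them, cut at about 14% in these data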;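 further: 0% = plate median of compound wells and 100% = 10 µM Aha-Tn7 peptide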
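Assay system: Fibrin-DD(E) protein isolated from polymerized human fibrin clots; read-out basis: percent inhibition; medium: Tris/NaCl/CaCl2 buffer, pH 7.8; signal: FP measurement; incubation: 10 min plus 3 h, room temperature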
Rev-erbA mod: modulates human Rev-erb alpha binding to DNA; actives 0.79% (n = 370,000); activity, % at 10 µM; Rev-erbα–FITC-DNA binding, fluorescence polarization, 90 min;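 active means activity above about 14%, limit read from the data; passing the limit was not always enough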;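 further: 0% = DMSO wells with 35 nM protein and 100% = DMSO wells with 750 nM protein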
Target sequence (P20393 whole entry, looked up): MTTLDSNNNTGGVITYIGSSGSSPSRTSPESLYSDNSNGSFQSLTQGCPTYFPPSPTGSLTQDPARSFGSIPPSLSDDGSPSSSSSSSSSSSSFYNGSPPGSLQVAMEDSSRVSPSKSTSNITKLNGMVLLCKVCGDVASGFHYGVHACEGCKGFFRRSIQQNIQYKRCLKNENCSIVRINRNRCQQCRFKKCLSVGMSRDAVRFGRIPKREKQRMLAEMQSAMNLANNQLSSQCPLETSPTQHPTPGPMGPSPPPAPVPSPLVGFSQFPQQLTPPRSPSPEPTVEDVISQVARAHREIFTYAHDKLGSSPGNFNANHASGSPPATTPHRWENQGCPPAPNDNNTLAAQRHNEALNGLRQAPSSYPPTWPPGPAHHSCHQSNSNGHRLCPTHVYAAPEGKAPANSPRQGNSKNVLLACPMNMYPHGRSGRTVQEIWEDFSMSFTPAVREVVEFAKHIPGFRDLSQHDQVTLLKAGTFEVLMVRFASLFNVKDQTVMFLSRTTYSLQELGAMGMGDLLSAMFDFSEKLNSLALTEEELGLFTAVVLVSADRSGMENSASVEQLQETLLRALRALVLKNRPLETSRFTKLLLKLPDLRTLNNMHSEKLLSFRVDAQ
sPLA2-III inh: Inhibits HGIII-sPLA2 liposome hydrolysis, primary screen | actives 0.56% (n = 370,000) | Q9NZ20 | AID 743126 | QFRET BODIPY PC-A2 liposome hydrolysis, fluorescence | inhibition, % at 12.2 µM;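 active means inhibition above mean plus 3 SD of compounds lying within the high and low control bounds, cut at about 19% in these data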;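 further: 0% = median of test compound wells and 100% = no enzyme DMSO wells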
DDE Tn6 FP inh: inhibitors of Tn6 peptide binding to human fibrin DD(E). P02675. Fibrin DD(E) TRITC-Tn6 fluorescence polarization displacement. inhibition, % at 8.3 µM. actives 0.21% (n = 370,000). AID 720509;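 active means inhibition above a per-campaign cutoff: mean of compounds within control limits plus 3 SD, cut at about 15% in these data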;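 further: 0% = median of all compound wells on the plate and 100% = blocking peptide control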
PLC-beta3 inh: PLC-beta3 (human) inhibition, primary screen; Q01970; Purified PLC-beta3, fluorogenic substrate, fluorescence; actives 0.18% (n = 370,000); inhibition, % at 12.2 µM; AID 720704; in the data active means inhibition above about 11%;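 further: 0% = median of compound wells on plate and 100% = full blocker control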
ASAP1 inh: ASAP1 ArfGAP inhibition. Q9ULH1. ASAP1-stimulated ARF1 GTP hydrolysis, GDP FP detection. inhibition, % at 16.5 µM. actives 0.19% (n = 360,000). AID 624377; in the data active means inhibition above about 25%;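 further: 0% = vehicle with enzyme and substrate and 100% = no enzyme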
PLCg1 inh: inhibitors of human phospholipase C gamma1. inhibition, % at 12.2 µM. actives 0.84% (n = 370,000). AID 720700. purified PLC-gamma1, fluorogenic substrate, fluorescence. P19174; in the data active means inhibition above about 9.5%
UHRF1 binding: human UHRF1 methylated DNA binding inhibitors; Q96T88; UHRF1 binding to methylated oligo, TR-FRET; inhibition, % at 4.4 µM; actives 0.75% (n = 370,000); AID 687016; in the data active means inhibition above about 21%;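 further: UHRF1 SRA domain binding a hemimethylated CpG hairpin DNA probe; 0% = median of test compound wells and 100% = reference inhibitor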
Starred values were filed as active, the others as inactive; / = not tested or not shown.

SMILES	proKLK7 act	ARFGAP1 inhibitor	DDE Tn7 FP inh	Rev-erbA mod	sPLA2-III inh	DDE Tn6 FP inh	PLC-beta3 inh	ASAP1 inh	PLCg1 inh	UHRF1 binding
O=C(c1ccccc1)C1CCN(c2ncccc2[N+](=O)[O-])CC1	0.4	2.2	1.5	9.0	-2.9	3.0	-5.5	1.4	1.3	-2.3
COc1ccccc1NC(=S)Nc1cccc(F)c1	-0.2	1.9	3.1	7.2	2.2	5.5	-0.1	-20.4	-1.6	-1.0
CCOc1cc(C)ccc1OCc1nnc(SCC(=O)c2cccc([N+](=O)[O-])c2)n1CC	0.0	-8.6	3.0	1.0	-0.1	-4.2	1.9	-11.0	1.5	-1.2
COc1ccccc1-c1nnc(SC)n1C	0.0	0.1	-0.6	/	0.6	-7.5	-6.9	3.5	0.8	0.7
CCOc1ccc(CC(=O)N2CCC3(CC2)NCCc2[nH]cnc23)cc1	-0.7	12.2	3.5	0.5	3.6	-3.3	-12.9	4.3	7.3	5.1
CC1CCCCC1NC(=O)C1CCC(CNc2c(N3CCCCC3)c(=O)c2=O)CC1 (centres undefined)	0.0	6.6	-2.1	0.8	-2.7	5.1	-6.0	3.6	-1.1	12.6
O=C(Cn1cc[n+](CC(=O)c2ccc(Cl)cc2Cl)c1)c1ccc(Cl)cc1Cl	0.6	2.3	2.7	5.8	-15.4	3.8	-4.7	10.2	3.1	1.9
CC(=O)CC(C)(C)n1nnc(-c2ccccc2)n1	-0.4	-1.8	-0.9	-3.3	3.8	10.8	-0.4	8.9	0.6	0.7
O=C1COc2ccc3ccccc3c21	-0.7	15.4	-3.6	0.0	-23.8	0.1	-11.1	6.1	-2.6	5.4
Cc1ccccc1C1CC(c2ccc(F)cc2)Nc2nc(N)nn21 (centres undefined)	0.1	-3.0	5.8	0.9	9.7	0.9	-23.2	6.5	-16.1	-3.1
O=C(O)Cn1cc(C(=S)N2CCCCC2)c2ccccc21	0.0	9.3	3.6	-3.7	7.0	2.1	-6.1	5.0	-1.4	-0.5
O=C(CCN1CCN(c2ccc(Cl)cc2)CC1)Nc1nccs1	0.6	11.6	0.2	0.8	6.5	3.8	0.1	3.5	4.0	3.6
Cc1ccc(S(=O)(=O)Nc2ccc(-c3nnc(SCC#N)n3C)cc2)cc1	0.3	5.8	1.3	-1.6	5.5	-3.5	2.9	4.5	0.2	2.9
Cn1nc2c3ccccc3n(Cc3ccccc3)c2nc1=S	0.3	-8.5	0.1	30.4*	2.7	-0.1	-2.6	-1.5	-0.1	0.4
Cc1nc(CC(=O)c2c(C)cc(O)cc2O)cs1	0.3	-3.7	-6.7	-6.3	-6.2	-7.7	-21.6	12.9	-14.3	3.8
COCCCNS(=O)(=O)c1ccc2c(c1)OCCO2	-1.2	-3.7	1.7	4.6	-0.8	3.6	2.4	8.2	0.8	-1.0
Cc1ccc(NC(=O)C(=O)NCC2CCCN2S(=O)(=O)c2cccs2)c(C)c1 (centres undefined)	-0.1	-11.5	0.6	2.5	0.3	2.1	-4.7	-7.6	0.9	-0.6
COC(=O)c1ccc(Cn2cc(Cl)cn2)cc1	0.0	1.8	0.9	-0.5	3.3	-4.7	-3.9	8.9	-0.6	-0.7
O=C(O)c1ccc2c(c1)C(=O)N(CCCCCCCN1C(=O)c3ccc(C(=O)O)cc3C1=O)C2=O	-0.1	-6.3	0.7	0.5	-5.9	-2.9	-8.0	-2.3	1.4	-0.1
Cc1ccc(N(CC(=O)NC(C)c2ccccc2)S(=O)(=O)c2c(C)n[nH]c2C)cc1 (centres undefined)	0.0	-0.3	2.4	-1.9	-2.8	0.3	-7.7	5.2	1.2	1.5
COc1ccc(C2CC(C(F)(F)F)n3nc(C(=O)NCCCn4ccnc4)cc3N2)cc1OC (centres undefined)	-0.8	3.9	-0.2	-5.3	-6.9	0.8	2.1	-0.7	7.4	-1.1
O=S1(=O)C=C[C@H](COCc2ccccc2)N1	-0.2	-8.7	7.4	-8.7	2.8	4.6	-2.0	-1.3	-0.8	0.9
CN(CCN1CCOCC1)Cc1nc(-c2ccc(Cl)cc2)no1	-1.0	-1.9	-0.2	2.9	8.8	-3.8	-9.9	3.4	0.7	1.3
CCn1c(=O)c(C(=O)NCCc2ccc(Cl)cc2)c(O)c2ccccc21	0.0	-5.7	9.3	-4.8	2.7	7.7	-8.6	4.2	-0.2	-1.6
CC(C)CN(C(=O)c1cccc([N+](=O)[O-])c1)c1c(N)n(CC(C)C)c(=O)[nH]c1=O	0.3	-3.4	3.4	-1.8	0.5	9.0	-1.4	6.3	-2.0	-2.2
Cc1ccc(-c2cc(C(=O)NC3CCCC3)no2)cc1	-0.8	-1.0	-7.8	3.5	-3.6	-0.9	-2.4	-10.9	3.6	0.5
CCN(CC)S(=O)(=O)c1ccc(C(=O)Nc2cc(C)cc(C)c2)cc1	0.0	4.8	-7.7	5.7	-9.1	-4.1	1.8	13.1	0.3	-2.4
Nc1c(C(=O)c2ccc(Cl)cc2)oc2ccccc12	0.1	11.2	-4.5	3.1	-5.5	-0.5	-12.4	-6.2	-14.8	-0.7
CCOc1ccccc1N1CN(Cc2ccccc2)CNC1=S	-0.4	1.0	0.0	-3.5	17.5	3.3	-5.4	4.6	-0.7	0.8
CC(=O)O[C@@H]1[C@H](Oc2c(O)c(C)c3c4c2[C@H](C)CC[C@H]4[C@H](C)C[C@@H]3C=C(C)C)O[C@@H](C)[C@@H](O)[C@H]1O	0.0	7.0	-6.7	1.5	-10.0	-2.2	-4.8	14.2	-0.3	3.3
COc1ccc(C2OC34CCCCC3C(C#N)(C#N)C2(C#N)C(=N)O4)cc1 (centres undefined)	8.3	-0.1	5.2	-2.5	-20.3	9.9	-378.9	-4.3	-301.0	-0.5
COc1ccc(C(OC(=O)c2ccco2)C(=O)NC2CCCC2)cc1 (centres undefined)	0.3	-1.1	4.2	-2.7	0.5	-3.6	-3.8	4.8	-1.1	0.9
Cc1ccc(S(=O)(=O)N2CCOCC(=O)NCCOCCNC(=O)COCC2)cc1	-0.2	0.3	-3.0	-3.9	3.1	-4.2	1.7	-1.1	1.4	-2.5
COc1ccccc1NC(=O)COC(=O)c1cc2ccccc2cc1O	1.4	3.4	4.2	5.0	2.9	-0.4	-48.2	13.7	-37.8	-0.3
C=CCC1NS(=O)(=O)O[C@H](CCCC)[C@@H]1O (some centres undefined)	0.7	8.3	8.7	-6.2	3.5	4.1	-3.5	-2.1	-2.1	10.7
CCOc1cccc2cc(-c3csc(NC(=O)CCC(=O)NCCN4CCCCC4C)n3)c(=O)oc12 (centres undefined)	0.5	2.7	6.5	4.8	3.2	-3.8	-230.4	-4.0	-158.8	0.4
COC(=O)C1=CN(c2ccc(C(C)(C)C)cc2)C(N)=C(C#N)C1c1ccc(OC)cc1 (centres undefined)	0.1	4.6	-3.5	1.8	4.8	6.0	-13.0	2.5	-8.2	0.6
CCOc1cc(S(=O)(=O)NCCCn2ccnc2)ccc1Cl	0.5	-4.0	-2.7	-3.0	-12.6	1.8	-0.9	4.7	3.8	5.9
O=[N+]([O-])c1ccc(OCC(O)CNC2CCCC2)cc1 (centres undefined)	-0.4	-3.9	6.5	-1.6	6.2	-1.7	3.9	13.3	4.9	6.4
Cc1nonc1NC(=O)CSc1ccc(-c2ccccc2)nn1	0.3	18.6	-5.3	-2.6	1.8	-1.8	1.5	2.3	3.6	0.8
CCCn1c(=O)c2c(nc(Br)n2CCC)n(C)c1=O	-0.1	-7.8	-4.6	4.9	0.7	3.1	-1.4	-12.5	-0.7	-0.2
C=CCn1c(=O)c2c(nc(-n3nc(C)cc3C)n2C)n(C)c1=O	-0.8	-2.6	-3.0	1.8	-0.9	1.8	-5.1	12.5	-0.4	-0.4
N#Cc1cccc(CNCC(=O)N2CCC3(CC2)OCCO3)c1	0.5	/	9.8	1.7	-5.3	-8.8	1.5	/	1.1	-1.2
COc1ccc(C)cc1NC(=O)C(OC(=O)C1=NNC(=O)CC1)c1ccccc1 (centres undefined)	0.4	13.2	-2.8	-4.2	-1.0	-1.3	-3.7	-13.5	-0.6	-2.1
O=C(C1CCCO1)N1CCN(C(=S)Nc2ccc(Br)cc2)CC1 (centres undefined)	0.0	-15.7	7.2	-1.8	8.8	-0.2	-7.0	-13.8	5.3	-2.6

Overlap with the part before: 3 entries, followed by the next part.
SMILES	proKLK7 act	ARFGAP1 inhibitor	DDE Tn7 FP inh	Rev-erbA mod	sPLA2-III inh	DDE Tn6 FP inh	PLC-beta3 inh	ASAP1 inh	PLCg1 inh	UHRF1 binding
N#Cc1cccc(CNCC(=O)N2CCC3(CC2)OCCO3)c1	0.5	/	9.8	1.7	-5.3	-8.8	1.5	/	1.1	-1.2
COc1ccc(C)cc1NC(=O)C(OC(=O)C1=NNC(=O)CC1)c1ccccc1 (centres undefined)	0.4	13.2	-2.8	-4.2	-1.0	-1.3	-3.7	-13.5	-0.6	-2.1
O=C(C1CCCO1)N1CCN(C(=S)Nc2ccc(Br)cc2)CC1 (centres undefined)	0.0	-15.7	7.2	-1.8	8.8	-0.2	-7.0	-13.8	5.3	-2.6
COc1ccc(CN2C(=O)CCCC2(C)c2nnnn2-c2ccc3c(c2)OCCO3)cc1 (centres undefined)	0.0	/	-2.0	1.7	-2.0	0.1	-0.5	/	0.4	-0.6
COc1ccc(N(C)C(=O)c2cn(CC(C)C)c(=O)c3cc(OC)c(OC)cc23)cc1	-0.2	6.0	-0.9	-3.2	0.3	0.8	-1.7	6.6	3.4	0.3
COc1ccccc1C(=O)NC(CCSC)C(=O)OCC(=O)NC(=O)NCc1ccco1 (centres undefined)	0.6	-7.5	0.7	1.9	-6.2	-6.0	-0.6	-12.0	-1.5	-4.7
COc1ccc2nc3c(cc2c1)c(NC(=O)CC(C)C)nn3CC(C)C	-1.9	2.7	-7.8	-2.7	0.6	3.7	-107.0	-8.7	-74.5	-3.3
CCN1/C(=C2/OC(=S)N(C)C2=O)Sc2ccccc21	-0.3	3.3	-3.0	-1.4	-7.0	-2.5	3.5	-0.8	1.1	1.6
Cc1ccsc1/C=C(\C#N)C(=O)Nc1c(C)n(C)n(-c2ccccc2)c1=O	0.7	0.9	4.0	5.3	16.4	3.8	0.8	-2.5	1.2	-0.1
CC(=O)Nc1cccc(C(=O)Nc2cccc3ncccc23)c1	-0.5	11.0	2.1	-4.3	1.6	-0.1	-2.2	-18.8	-1.9	-1.6
CCCn1c(SCC(=O)Nc2ccccc2C(=O)NC2CC2)n[nH]c1=O	-0.3	-2.8	-13.2	-1.9	0.0	0.9	0.5	5.9	6.5	2.6
CCOC(=O)c1c(CC(C)C)csc1NC(=O)c1ccccc1C(=O)O	0.6	-0.9	-3.5	-7.0	-7.2	-2.8	-46.5	-2.7	-28.1	-0.2
CCC(C)C1Nc2ccc(C(=O)NCc3ccc4c(c3)OCO4)cc2NC1=O (centres undefined)	-0.4	-1.0	-0.1	-2.6	-1.8	8.8	-7.9	0.2	-1.4	0.2
